Screening data as filed in PubChem.
HP1b chromo inh: HTS for Inhibitors of HP1-beta Chromodomain Interactions with Methylated Histone Tails | hit rate 0.56% among 390,000 | Potency, µM (top dose mostly 114 µM), inactives show top-dose activity change, negative = inhibition, usual class: inhibitors | AID 540317, 2011 | AlphaScreen HP1-beta / biotin-H3K9me3 peptide binding | Chromobox protein homolog 1 (Homo sapiens), P83916; note: potency is the fitted concentration of half-maximal effect; nearly all actives have a fitted effect of over 70% in size; inactives centre near 23
Target sequence (P83916 whole entry, looked up): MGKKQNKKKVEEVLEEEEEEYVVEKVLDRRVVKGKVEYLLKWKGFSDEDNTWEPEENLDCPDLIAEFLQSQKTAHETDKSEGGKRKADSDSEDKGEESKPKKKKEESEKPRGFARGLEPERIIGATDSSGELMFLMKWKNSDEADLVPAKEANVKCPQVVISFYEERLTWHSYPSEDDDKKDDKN
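HP1-beta protein (50 nM final) preincubated 30 min at room temperature with biotinylated H3(1-18)K9me3 peptide (50 nM) in PBS pH 7.4, 0.01% Tween-20, then compound added for 30 min. AlphaScreen streptavidin donor/nickel chelate acceptor beads (10 ug/mL final), 30 min dark, luminescence read.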
TrxR1 substrate: qHTS Assay for Substrates of Mammalian Selenoprotein Thioredoxin Reductase 1 (TrxR1): qHTS; AID 588456, 2011; Thioredoxin reductase 1, cytoplasmic (Rattus norvegicus), O89049; purified TrxR1 substrate turnover, NADPH consumption readout; Potency, µM (series often up to 114 µM), inactives show top-dose activity change, negative = substrate turnover; hit rate 0.01% among 390,000; note: potency is the fitted concentration of half-maximal effect; % is set by controls: 0 for no effect and ±100 for the full control effect; nearly all actives have a fitted effect of over 50% in size
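Rat TrxR1, dispensed at 90 nM, was prereduced with 400 uM NADPH (final) for 5 min at ~22 deg C, then incubated with compound 15 min before 400 uM selenite. A first-read NADPH fluorescence drop versus no-compound background flagged substrates.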
PI4K2A inh: qHTS for small molecular inhibitors of PI4K2A; Phosphatidylinositol 4-kinase type 2-alpha (Homo sapiens), Q9BTU6; purified PI4K2A, ADP-Glo luminescence, 1 h; stronger effect = lower value; activity change, negative = inhibition, % at 76.9 µM; hit rate 0.13% among 420,000; AID 1346378, 2018; in the data active = activity change below about -50%; inconclusive = mostly about -30% to -49%;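 note: -100% = wells without enzyme as full effect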
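Compounds are screened against recombinant PI4K2A using PI as substrate and ATP, the latter dispensed at 300 microM. Reactions run one hour at ambient temperature before ADP-Glo detection; full inhibition defined by wells lacking enzyme.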
USP1-UAF1 inh: Inhibitors of USP1/UAF1: Primary Screen; Ubiquitin carboxyl-terminal hydrolase 1 (Homo sapiens), O94782; recombinant USP1/UAF1, Ub-Rhodamine cleavage fluorescence; Potency, µM (titrated, usually from 57.1 µM), inactives show at the highest dose activity change, negative = inhibition, usual class: inhibitors; hit rate 0.23% among 390,000; AID 743255, 2014; note: potency is the fitted concentration of half-maximal effect; % is set by controls: 0 for no effect and ±100 for the full control effect; nearly all actives have a fitted effect of over 60% in size; inactives centre near -12
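USP1/UAF1 complex (1 nM) preincubated 15 min at room temperature with compound, then Ub-Rho substrate (150 nM final) added. Kinetic fluorescence at 480/540 nm over 6 reads at 60 s intervals; 50 mM HEPES pH 7.8, 0.5 mM EDTA, 0.1 mg/ml BSA, 1 mM TCEP, 0.01% Tween-20.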
rTrxR1 inhibitor: qHTS Assay for Inhibitors of Mammalian Selenoprotein Thioredoxin Reductase 1 (TrxR1): qHTS; Thioredoxin reductase 1, cytoplasmic (Rattus norvegicus), O89049; recombinant rTrxR1, NADPH fluorescence consumption, selenite substrate; Potency, µM (highest dose often 114 µM), for inactives: at the highest dose activity change, negative = inhibition, hits mostly inhibitors; hit rate 1% among 390,000; AID 588453, 2011; note: potency is the fitted concentration of half-maximal effect; % is set by controls: 0 for no effect and ±100 for the full control effect; nearly all actives have a fitted effect of over 65% in size
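Rat TrxR1 (90 nM in the dispensed reagent) was pre-reduced with 400 uM NADPH for 5 min at room temperature, then incubated with compound for 15 min. After 400 uM selenite was added, NADPH fluorescence (Ex 340/Em 450 nm) was followed for 8 min.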
Pin1 inhibitor: qHTS Assay to Find Inhibitors of Pin1 | hit rate 0.009% among 390,000 | Potency, µM (doses to about 115 µM), without a hit: top-dose activity, negative = inhibition, actives largely listed as inhibitors | Pin1 FP peptide displacement, HiFluor488, 10 min | Peptidyl-prolyl cis-trans isomerase NIMA-interacting 1 (Homo sapiens), Q13526; active = well fitted inhibition curve with a large enough effect in the polarisation, with a control signal flat, not every such curve was filed as active; inconclusive = small, poorly fitted or top-dose-only effect, or effect the other way, or a change in a side signal; inactive = no such curve, though single readings can be large or run the other way; the % refers to the polarisation; note: potency is the fitted concentration of half-maximal effect; % is set by controls: 0 for no effect and ±100 for the full control effect
Target sequence (Q13526 whole entry, looked up): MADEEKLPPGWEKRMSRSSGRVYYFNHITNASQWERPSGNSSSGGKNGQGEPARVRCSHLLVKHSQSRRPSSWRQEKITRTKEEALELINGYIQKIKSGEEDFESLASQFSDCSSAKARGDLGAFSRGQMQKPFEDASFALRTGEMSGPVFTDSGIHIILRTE
GLS inh: qHTS for Inhibitors of Glutaminase (GLS) | Glutaminase kidney isoform, mitochondrial (Homo sapiens), O94925 | GLS enzymatic activity, qHTS titration | Potency, µM (highest dose often 45.5 µM), inactives show at the highest dose activity change, negative = inhibition, hits mostly inhibitors | hit rate 0.21% among 410,000; note: potency is the fitted concentration of half-maximal effect; % is set by controls: 0 for no effect and ±100 for the full control effect
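Coupled fluorescence readout: glutamate oxidase/HRP/Amplex Red detect glutamate formed by hKGA from L-glutamine (1 mM solution added). Buffer 45 mM KH2PO4 pH 8.2, 0.02% Tween-20; reads at t0 and 30 min RT.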
PGK inhibitor: qHTS Assay to Find Inhibitors of Phosphoglycerate Kinase; AID 602233, 2012; Potency, µM (series often up to 57.5 µM), for inactives: at the top dose activity change, negative = inhibition, hits mostly inhibitors; hit rate 0.043% among 380,000; Phosphoglycerate kinase, glycosomal (Trypanosoma brucei brucei), P07378; PGK/GAPDH coupled, Kinase-Glo luminescence, 60 min; note: potency is the fitted concentration of half-maximal effect; % is set by controls: 0 for no effect and ±100 for the full control effect; nearly all actives have a fitted effect of over 60% in size
Target sequence (P07378 whole entry, looked up): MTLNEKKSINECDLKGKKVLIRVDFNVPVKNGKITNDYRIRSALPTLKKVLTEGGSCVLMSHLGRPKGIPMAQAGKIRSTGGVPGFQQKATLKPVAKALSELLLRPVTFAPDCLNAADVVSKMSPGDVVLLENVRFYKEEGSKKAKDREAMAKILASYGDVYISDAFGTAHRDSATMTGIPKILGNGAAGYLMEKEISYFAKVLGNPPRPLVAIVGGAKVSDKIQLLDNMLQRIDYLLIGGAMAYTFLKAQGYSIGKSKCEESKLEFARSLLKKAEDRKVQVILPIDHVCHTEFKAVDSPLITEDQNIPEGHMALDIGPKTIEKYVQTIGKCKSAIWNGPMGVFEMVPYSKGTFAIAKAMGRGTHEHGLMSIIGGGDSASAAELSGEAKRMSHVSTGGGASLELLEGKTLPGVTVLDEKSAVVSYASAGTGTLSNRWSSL
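Luminescent ATP detection (Kinase-Glo Plus) follows a 60-minute room-temperature incubation, with wells lacking PGK as controls. Buffer: 100 mM TEA (pH 7.6), 5 mM MgCl2, 0.01% Tween-20. Coupling enzyme GAPDH (100 nM final) supplies unstable 1,3-BPG in-well.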
IDH1 R132H inh: qHTS for Inhibitors of mutant isocitrate dehydrogenase 1 (IDH1): qHTS | Isocitrate dehydrogenase [NADP] cytoplasmic (Homo sapiens), O75874 | IDH1-R132H enzyme, NADPH consumption, diaphorase/resazurin fluorescence | Potency, µM (highest dose often 76.6 µM), inactives show at the top dose activity change, negative = inhibition, usual class: inhibitors | hit rate 0.093% among 390,000; note: potency is the fitted concentration of half-maximal effect; % is set by controls: 0 for no effect and ±100 for the full control effect; nearly all actives have a fitted effect of over 65% in size
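IDH1-R132H (0.5 ug/mL dispensed) in pH 7.5 Tris buffer was preincubated 30 min with compound, then given a substrate mix of 0.016 mM NADPH and 2 mM alpha-KG for 80 min at room temperature; remaining NADPH was read by diaphorase/resazurin fluorescence.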
* marks the source's active call; other numbers are inactive results; i = inactive; u = inconclusive; x = not tested or not shown; & = joins results of further samples; [ ] = dose if it differs, or a comment. Unless noted, calls come from the whole dose curve; as a rule, active = well fitted curve in the direction sought with a large enough effect; inconclusive = small, poorly fitted or top-dose-only effect, or another doubt; inactive = no such curve, though single readings can be large; an effect the other way counts as inactive or inconclusive.

SMILES	HP1b chromo inh	TrxR1 substrate	PI4K2A inh	USP1-UAF1 inh	rTrxR1 inhibitor	Pin1 inhibitor	GLS inh	PGK inhibitor	IDH1 R132H inh
CCOC(=O)c1c(C)[nH]c(-c2csc(N)n2)c1C	u	-8%	-5	-6%	29%[57.1 µM]	23%	5%	-3%	2%
CC(C)(O)C#Cc1ccc(C(=O)N2CCCC(CNS(=O)(=O)c3cccs3)C2)o1 (centres undefined)	28%	1%	-7	-7%	13µM*	-3%	17%	1%	13%
Cc1cc(C)cc(NC(=O)c2ccc3oc(=O)c(S(=O)(=O)c4ccc(F)cc4)cc3c2)c1	9%	5%	8	-19%	38%[activator]	-4%	-2%	i	0%
COc1ccc(CC(=O)NC2CCSc3ccccc32)c(OC)c1 (centres undefined)	15%	0%	-1	-9%	5%	-20%	-15%	i	8%
CCOc1ccccc1CN1CCN(C2CCOCC2)CC1CCO (centres undefined)	27%	1%	2	-22%	10%	12%	8%	-4%	16%
Cc1cccc(NC(=O)c2ccc(F)c(S(=O)(=O)N3CCC4(CC3)OCCO4)c2)c1	28%&9%	-9%	-1&0	u	-13%	-2%&-7%	-5%&1%	-4%	9%&10%
Cc1nc(Nc2ccc(S(=O)(=O)N3CCCC3)cc2)c2nnn(Cc3ccccc3)c2n1	22%	34%[57.1 µM]	0	2%	104%[activator][57.1 µM]	-5%	5%	1%	4%
Cc1nnc(NCCN2CCOCC2)[nH]c1=O	11%	13%	-6	-7%	30%[57.1 µM]	-6%	-20%	i	14%
CCN(CC)CCn1c(SCC(=O)Nc2ccc3c(c2)CCC3)nc2ccccc2c1=O	-1%	-5%	-6	-8%	31%	2%	6%	-4%	3%
C(=N\N1CCOCC1)/c1nc(-c2ccccc2)n2ccccc12	6%	-2%[57.1 µM]	2	-24%	u	9%	2%	-3%	3%
Cn1c(=O)c2c(nc(CN3CCc4ccccc4C3)n2CCCO)n(C)c1=O	39%	-10%[57.1 µM]	3	-4%	9%[57.1 µM]	-3%	-5%	i	9%
CN(C)c1ccc(C(C#N)c2ccc(Cl)cc2)nn1 (centres undefined)	36%	6%	5	-11%	13%	1%	-12%	2%	-1%
O=C(CSc1ccc2nnc(-c3cccnc3)n2n1)NCC1CCCO1 (centres undefined)	55%[activator]	32%	-3	-25%	15%	1%	-1%	-6%	-6%
Nc1nc2n(n1)C(=O)CC(c1ccccc1[N+](=O)[O-])N2 (centres undefined)	52%[activator]	6%	1	-22%	10%	-4%	-4%	-6%	13%
Cc1cccc(OCCNc2ncccc2[N+](=O)[O-])c1	x	x	-6	-22%	x	x	-2%	-4%	12%
COc1ccccc1NC(=O)Cn1nc(-c2ccc(Cl)cc2)c2ccccc2c1=O	26%	2%	1	-8%	19%	13%	8%	-16%	5%
C=CCc1c(C)nc2nc(SCC(=O)Nc3cccc(Cl)c3)nn2c1C	26%	3%[57.1 µM]	0	-8%	9%[57.1 µM]	1%	-8%	8%	-9%
Cc1cc(C)nc(N2CCCC(C(=O)NC(C)CCc3ccco3)C2)n1 (centres undefined)	18%	17%	-3	-6%	0%	5%	1%	-8%	-3%
CCOC(=O)C(=NC(C)CC)NNc1ccc(Br)cc1 (centres undefined)	-11%	-10%	-2	-22%	-12%	0%	10%	i	-7%
COc1cc(C(=O)Oc2ccccc2OC(=O)c2cc(OC)c(OC)c(OC)c2)cc(OC)c1OC	24%	-4%[57.1 µM]	0	-4%	11%	-1%	1%	-1%	-4%

The final 4 entries of the part above are carried over, then new ones follow.
SMILES	HP1b chromo inh	TrxR1 substrate	PI4K2A inh	USP1-UAF1 inh	rTrxR1 inhibitor	Pin1 inhibitor	GLS inh	PGK inhibitor	IDH1 R132H inh
C=CCc1c(C)nc2nc(SCC(=O)Nc3cccc(Cl)c3)nn2c1C	26%	3%[57.1 µM]	0	-8%	9%[57.1 µM]	1%	-8%	8%	-9%
Cc1cc(C)nc(N2CCCC(C(=O)NC(C)CCc3ccco3)C2)n1 (centres undefined)	18%	17%	-3	-6%	0%	5%	1%	-8%	-3%
CCOC(=O)C(=NC(C)CC)NNc1ccc(Br)cc1 (centres undefined)	-11%	-10%	-2	-22%	-12%	0%	10%	i	-7%
COc1cc(C(=O)Oc2ccccc2OC(=O)c2cc(OC)c(OC)c(OC)c2)cc(OC)c1OC	24%	-4%[57.1 µM]	0	-4%	11%	-1%	1%	-1%	-4%
COC(C[C@@H]1O[C@@H]1C(=O)COCc1ccccc1)OC	17%	13%[57.1 µM]	-3	-13%	24%[57.1 µM]	0%	-1%	-3%	3%
CC(=O)N1c2c(cc(Br)cc2S(=O)(=O)NCc2ccccc2)CC1C (centres undefined)	37%	7%	4	-11%	13%	0%	-4%	-3%	4%
CC(C)(C)NC(=O)C(Cc1ccccc1)N1C(=O)c2ccccc2C1=O (centres undefined)	22%	2%	0	-15%	17%	-3%	8%	i	-1%
CCN(c1ccccc1)S(=O)(=O)c1cc(-c2onc(C)c2C)ccc1OC	32%	4%[57.1 µM]	-2	6%	11%[57.1 µM]	3%	2%	-2%	15%
O=C(/C=C/c1ccccc1)C1=C(O)C(=O)N(CCO)C1c1ccc2c(c1)OCO2 (centres undefined)	4%	-6%[57.1 µM]	0	-18%	-5%[57.1 µM]	-7%	55%[activator]	-6%	-10%
CC1C(=O)N(Cc2cn(Cc3ccco3)nn2)CCS(=O)(=O)N1Cc1ccc(-c2cccc(N(C)C)c2)cc1 (centres undefined)	x	x	7	-23%	x	x	11%	-2%	11%
O=C(O)C1=C[C@@H](c2ccc(F)cc2)C[C@@H](OCCCCO)O1	21%	1%	-3	-17%	-7%	2%	5%	7%	-11%
CCn1c(C)cc(/C=C2\NC(=O)N(Cc3ccccc3)C2=O)c1C	7%	13%[57.1 µM]	-1	-13%	-31%[57.1 µM]	4%	9%	2%	3%
COc1ccc(-c2ccc3c(c2)S(=O)(=O)c2cccc(C(=O)NC4CCCC4)c2C3=O)cc1OC	41%[activator]	10%[57.1 µM]	0	-21%	9%[57.1 µM]	u	4%	4%	7%
O=[N+]([O-])c1ccc(NN=Cc2cccc(O)c2)nc1	-15%	-12%	-9	-22%	-13%	2%	32%[activator]	-2%	1%
Cc1ccccc1NC(=O)CSc1nc2scc(C)c2c(=O)[nH]1	19%	0%	220	-9%	12%	41%[activator]	-1%	i	0%
O=C(NC1CCCCCC1)c1ccc(CS(=O)Cc2ccccc2Cl)o1 (centres undefined)	47%[activator]	1%	7	-15%	u	-4%	-3%	-4%	5%
COc1ccccc1NC(=O)C(=O)c1cc(C)n(-c2cc(C)cc(C)c2)c1C	33%	1%	1	-6%	2%	0%	-3%	i	0%
CCC(CC)C1=NN2C(=N)/C(=C/c3ccc(OC(=O)c4ccco4)cc3)C(=O)N=C2S1	27%	-15%	1	-25%	u	7%	-9%	i	-4%
c1ccc(C2CC3CC(c4ccccc4)N2O3)cc1 (centres undefined)	55%	-13%	0	0%	-16%	5%	14%	6%	0%
COc1cc(CNCCSc2nnnn2C)ccc1OCc1ccc(F)cc1	39%[activator]	-4%[11.4 µM]	2	-17%	4%	0%	-9%	-15%	-4%
CCCCC/C(=N\NC(=O)CCC(=O)NCc1ccccc1)c1ccccc1	30%	-4%	2	-4%	-4%	1%	-1%	-3%	4%
CCn1c(SCC(=O)Nc2ccc3c(c2)OCCO3)nnc1-c1cccs1	19%	7%	4	-7%	11%	1%	-1%	-6%	13%
Cc1ccc2c(c1)c1c(c(=O)n(Cc3ccccc3)c(=O)n1CC(=O)NCc1ccccc1Cl)n2C	48%[activator]	10%	-1	-19%	28%	0%	3%	-2%	-4%

These rows are one share of the data; count on the stated rates, not on these rows.
